Rev-erbA mod = modulators of Rev-erb alpha DNA binding, primary screen, biochemical, FITC-DNA, fluorescence polarization, uHTS; Rev-erbα–FITC-DNA binding, 90 min; activity, % at 10 µM; 0.79% of 370,000 active; AID 1259318, 2017;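 active means activity above about 14%, limit read from the data; passing the limit was not always enough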;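 further: 0% = DMSO wells with 35 nM protein and 100% = DMSO wells with 750 nM protein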
hgDAF12 agonist = H. glycines DAF-12 receptor agonists, primary screen, cell-based, luminescence, HEK293, GAL4 fusion, UAS-luciferase; Nuclear hormone receptor DAF-12 (Heterodera glycines), GAL4 fusion; HEK293 GAL4-hgDAF12 UAS-luciferase reporter, agonist luminescence; normalized to butyrate control; activation, % at 6.8 µM; 1.8% of 370,000 active; AID 687014, 2013;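 active means activation above a cutoff set at the mean of all screened compounds plus 3 SD, cut at about 10% in these data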;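 further: 0% = DMSO wells and 100% = sodium butyrate wells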
PLC-gamma1 inh = PLC-gamma1 enzyme inhibitors, primary screen, biochemical, fluorescence, purified enzyme | 0.84% of 370,000 active | 1-phosphatidylinositol 4,5-bisphosphate phosphodiesterase gamma-1 (Homo sapiens), P19174 | AID 720700, 2013 | fluorogenic substrate | inhibition, % at 12.2 µM; in the data active means inhibition above about 9.5%
DAX1 inh-1 = DAX1 (NR0B1) inhibitors, primary screen, cell-based, HEK293, Gal4-DAX1, luciferase luminescence | Nuclear receptor subfamily 0 group B member 1 (Homo sapiens), P51843 | HEK293 Gal4-DAX1 luciferase reporter | inhibition, % at 6.75 µM | 0.99% of 340,000 active | AID 504766, 2011;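 active means inhibition above the mean over all tested compounds plus 3 SD, cut at about 4.2% in these data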;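 further: 0% = DAX1-transfected cells with DMSO and 100% = empty-vector control cells with DMSO; inhibition shows as a rise in luminescence from relieved DAX1 repression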
ADAM17 inh = ADAM17 inhibitors, primary screen, biochemical, QFRET | Disintegrin and metalloproteinase domain-containing protein 17 (Homo sapiens), P78536 | recombinant ADAM17, EDANS/DABCYL FRET peptide cleavage | inhibition, % at 6.95 µM | 0.83% of 370,000 active | AID 720648, 2013;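 active means inhibition above the mean of compounds lying between control limits plus 3 SD, set per campaign, cut at about 8.5% in these data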;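 further: 0% = DMSO-only wells as the low control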
Target sequence (P78536 215-824 limits assumed): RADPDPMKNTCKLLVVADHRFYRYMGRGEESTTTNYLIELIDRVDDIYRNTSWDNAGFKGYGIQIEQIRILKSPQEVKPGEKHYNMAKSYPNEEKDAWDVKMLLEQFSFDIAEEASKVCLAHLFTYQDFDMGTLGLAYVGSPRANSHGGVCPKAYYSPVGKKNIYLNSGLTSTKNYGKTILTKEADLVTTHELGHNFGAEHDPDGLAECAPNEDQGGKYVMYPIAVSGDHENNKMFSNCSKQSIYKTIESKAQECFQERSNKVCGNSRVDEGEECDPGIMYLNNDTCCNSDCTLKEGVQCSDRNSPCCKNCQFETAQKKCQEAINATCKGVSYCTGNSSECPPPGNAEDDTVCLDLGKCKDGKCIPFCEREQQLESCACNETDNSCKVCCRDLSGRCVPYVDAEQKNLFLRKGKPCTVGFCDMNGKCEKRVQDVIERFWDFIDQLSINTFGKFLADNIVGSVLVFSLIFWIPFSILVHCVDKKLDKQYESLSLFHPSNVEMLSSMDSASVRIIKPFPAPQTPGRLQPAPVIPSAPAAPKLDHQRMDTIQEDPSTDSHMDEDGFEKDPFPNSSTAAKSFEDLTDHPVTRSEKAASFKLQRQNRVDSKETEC
SMARCA2 activ = SMARCA2 (BRM) function activators, primary screen, cell-based, luminescence, high throughput; MG213 cells, MMTV-luciferase reporter, dexamethasone, overnight; activation, % at 9.1 µM; 1% of 370,000 active; in the data active means activation above about 7.8%;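 further: 0% = vehicle wells and 100% = reference activator wells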
MBD2 DNA inh = inhibitors of MBD2 binding to methylated DNA, primary screen, biochemical, TR-FRET, DNA-binding domain, human. Methyl-CpG-binding domain protein 2 (Homo sapiens), Q9UBB5. 0.31% of 370,000 active. inhibition, % at 4.4 µM. MBD2 binding to methylated oligonucleotide. AID 686964, 2013; in the data active means inhibition above about 13%
Target sequence (Q9UBB5 whole entry, looked up, the tested form may be a part): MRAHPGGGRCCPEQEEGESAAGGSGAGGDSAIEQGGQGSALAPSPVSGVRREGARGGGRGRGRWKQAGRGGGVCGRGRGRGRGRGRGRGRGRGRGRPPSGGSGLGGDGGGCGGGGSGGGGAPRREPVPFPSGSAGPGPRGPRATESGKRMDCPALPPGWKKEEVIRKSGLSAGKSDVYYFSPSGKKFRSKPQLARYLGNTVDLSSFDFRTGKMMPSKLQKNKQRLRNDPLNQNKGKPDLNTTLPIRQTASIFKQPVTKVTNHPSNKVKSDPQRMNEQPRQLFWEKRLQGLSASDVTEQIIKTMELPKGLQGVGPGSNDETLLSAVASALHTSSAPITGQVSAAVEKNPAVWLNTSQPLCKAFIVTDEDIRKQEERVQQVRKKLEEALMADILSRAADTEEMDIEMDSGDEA
hcDAF12 agonist = H. contortus DAF-12 nuclear receptor activators, primary screen, cell-based, luminescence, HEK293, lit1-tk-luc reporter | HEK293 hcDAF-12 lit1-tk-luc reporter; 0% DMSO, 100% Δ7-dafachronic acid | activation, % at 6.8 µM | 1.4% of 370,000 active | AID 652067, 2013;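 active means activation above the mean of all tested compounds plus 3 SD, cut at about 5.5% in these data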;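 further: 100% = response to 3 µM Δ7-dafachronic acid high control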
ssDAF-12 act = S. stercoralis DAF-12 nuclear receptor activators, primary screen, cell-based, luminescence, HEK293, GRIP1 co-expression, lit1-tk-luc; 1% of 370,000 active; HEK293 ssDAF-12/GRIP1 lit1-tk-luc reporter; % of 3 µM dafachronic acid response; activation, % at 6.8 µM;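 active means activation above the mean over all tested compounds plus 3 SD, cut at about 0.9% in these data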;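 further: 0% = DMSO-only wells and 100% = 3 µM delta7-dafachronic acid wells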
DAX1 inh-2 = DAX1 (NR0B1) inhibitors on StAR promoter, primary screen, cell-based, luminescence, SF-1 (NR5A1), full-length DAX-1; HEK293T StAR-luciferase reporter, SF-1/DAX-1 repression relief; AID 652010, 2013; inhibition, % at 6.8 µM; 1.1% of 370,000 active;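 active means inhibition above the mean over all tested compounds plus 3 SD, cut at about 3.6% in these data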;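 further: 0% = DAX-1 cells with DMSO and 100% = cells lacking DAX-1 with DMSO; higher inhibition means more luminescence from relief of DAX-1 repression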
PLCb3 inh = human PLC-beta3 inhibitors, primary screen, biochemical, fluorescence | 0.18% of 370,000 active | 1-phosphatidylinositol 4,5-bisphosphate phosphodiesterase beta-3 (Homo sapiens), Q01970 | Purified PLC-beta3, fluorogenic substrate | inhibition, % at 12.2 µM; in the data active means inhibition above about 11%;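 further: 0% = median of compound wells on plate and 100% = full blocker control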
Active calls of the source: *; / = not tested or not shown. Rows are unselected (roughly 7.4% active in at least one column).

SMILES | Rev-erbA mod | hgDAF12 agonist | PLC-gamma1 inh | DAX1 inh-1 | ADAM17 inh | SMARCA2 activ | MBD2 DNA inh | hcDAF12 agonist | ssDAF-12 act | DAX1 inh-2 | PLCb3 inh
CCCCN(C(=O)c1cc(CN2C(=O)c3ccccc3C2=O)ccc1OC)c1c(N)n(CC(C)C)c(=O)[nH]c1=O | -7 | 0.1 | 0 | -0.9 | -3 | -2 | -3 | 1.2 | -0.8 | 0.7 | -5
Cc1cc(/C=C(\C#N)C(=O)NCc2ccco2)c(C)n1-c1cccnc1 | 5 | 2.0 | -19 | -0.2 | 1 | 2 | -4 | -0.3 | -0.9 | 0.6 | -31
Cc1cccc2c1N(C(=O)c1ccco1)C(C)(C)c1ssc(=S)c1-2 | 3 | -0.5 | -3 | -0.8 | -3 | -3 | -2 | -1.4 | -0.6 | -0.4 | -1
O=C(CN(c1ccccc1)S(=O)(=O)c1ccccc1)N1CCOCC1 | 0 | 2.0 | 0 | -1.1 | -2 | -3 | 0 | -0.6 | -0.8 | 0.0 | -2
Cn1c(-c2ccccc2)cnc1SCC(=O)N1CCCc2ccccc21 | -5 | -2.3 | 3 | -0.5 | -3 | -2 | 1 | -2.0 | -1.6 | -0.8 | 1
C#CCN(C[C@@H]1[C@@H](OC(=O)NCc2ccc(OC)c(OC)c2)[C@@H](OC(=O)NCc2ccc(OC)c(OC)c2)Cn2c(=O)ccc(=O)n21)S(=O)(=O)c1ccc(C)cc1 | -4 | -9.0 | 5 | -1.7 | 2 | -3 | 4 | -4.4 | -1.8 | -6.0 | 2
O=S(Cc1cc(Sc2ccccc2)nc(-c2ccccc2)n1)c1ccccc1 (stereo not given) | 25* | -1.4 | 1 | 0.4 | 0 | 6 | 4 | 0.7 | -0.3 | 0.3 | 1
Cc1ccc(C)c(CN2C(=O)CSc3ccc(C(=O)N4CCCC4)cc32)c1 | 2 | -2.2 | -1 | -0.7 | 0 | -2 | -3 | -1.6 | -0.7 | -0.6 | -3
CCn1c(SCc2nc(-c3ccc(OC)c(OC)c3)no2)nnc1-c1cccs1 | -4 | -1.4 | 1 | -1.5 | -1 | 1 | 2 | -1.9 | -1.8 | -0.8 | 3
CC1SC(c2ccc(F)cc2)NC1=O (stereo not given) | -1 | -0.5 | 0 | 0.6 | -4 | -2 | -5 | 0.1 | -1.6 | -0.3 | -2
COc1ccccc1NC(=O)C(=O)N/N=C/c1ccc([N+](=O)[O-])s1 | 2 | 0.6 | -1 | 0.8 | 0 | 0 | -2 | -0.9 | -1.1 | -0.6 | -1
CCC1CCC2(CC1)NC(=O)N(CC(=O)Nc1cccc(S(=O)(=O)N(C)c3ccccc3)c1)C2=O (stereo not given) | 2 | -2.3 | 0 | -1.1 | 8 | -3 | -2 | -2.2 | -2.1 | -1.2 | -2
Cc1nnsc1C(=O)Nc1cccc(Cl)c1Cl | -6 | 0.0 | 4 | -1.3 | -2 | 0 | 3 | -0.5 | -1.0 | 0.4 | 2
COc1ccccc1CN1C(=O)CCC1(C)C(=O)NCc1cccnc1 (stereo not given) | 2 | 2.1 | 1 | 0.1 | 2 | -1 | -3 | -0.3 | -1.0 | -0.3 | 3
CN1CCN(C(=O)c2c(O)c3cccc4c3n(c2=O)CC4)CC1 | 2 | 4.5 | -2 | 0.3 | -3 | 0 | 0 | -0.7 | -1.0 | -0.2 | -1
COc1ccc(S(=O)(=O)Nc2ccc3c(c2)C(=O)N([C@H](C)CO)C[C@@H](C)[C@@H](CN(C)S(=O)(=O)c2ccc(Cl)cc2)O3)cc1 | 0 | 0.5 | -1 | 1.0 | 8 | 0 | -4 | -1.6 | -1.1 | 0.1 | 2
C#CCNC(=O)C1=C[C@@H](C2CCCCC2)C[C@@H](OCc2ccc(CO)cc2)O1 | -4 | 0.2 | 1 | -0.4 | 2 | 3 | 1 | -1.9 | -1.6 | -0.4 | 2
Cc1sc2ncn(CC(=O)N3CCN(c4ccccc4)CC3)c(=O)c2c1S(=O)(=O)N1CCOCC1 | -3 | 0.0 | 2 | 0.3 | 7 | -4 | 4 | 3.0 | -1.1 | 0.3 | 0
CCC(C(=O)O)n1nc(-c2ccccc2)c2cc(Cl)ccc21 (stereo not given) | -4 | -1.4 | -7 | 2.6 | -8 | 0 | 3 | -1.7 | -1.1 | -0.1 | -6
COc1ccccc1NC(=O)c1csc(-n2nc(C)cc2C(F)(F)F)n1 | 0 | -0.9 | 0 | 0.7 | -6 | 0 | 6 | 0.1 | -0.8 | 0.3 | -7
COc1ccc(Cl)cc1NC(=O)CN(C)CC(=O)Nc1ccc(Br)cc1 | 0 | -5.1 | 3 | -0.9 | 0 | -4 | 0 | -0.2 | -2.1 | -1.8 | 2
Cn1c(N)c(S(=O)(=O)NCc2ccccc2)c(=O)n(C)c1=O | -3 | 3.3 | 1 | 0.1 | -1 | 1 | -3 | -1.1 | -1.1 | 2.1 | 0
CC(C)NC(=O)c1cc(C2CCCCN2S(=O)(=O)c2cccs2)on1 (stereo not given) | -5 | -2.6 | 6 | / | -2 | -6 | 3 | -2.7 | -1.1 | 0.1 | 2
O=C(O)CSCC(=O)Nc1ccc(S(=O)(=O)N2CCCCC2)cc1 | 3 | 0.2 | 0 | 1.1 | -5 | -2 | 4 | 0.9 | -0.6 | -0.2 | -2
Cc1ccc(NC(=O)C(C)S)cc1 (stereo not given) | 2 | 0.4 | -1 | 0.4 | -3 | -2 | 3 | -0.1 | -1.3 | 0.0 | -6

Next part; it opens with the 2 that closed the last part.
SMILES | Rev-erbA mod | hgDAF12 agonist | PLC-gamma1 inh | DAX1 inh-1 | ADAM17 inh | SMARCA2 activ | MBD2 DNA inh | hcDAF12 agonist | ssDAF-12 act | DAX1 inh-2 | PLCb3 inh
O=C(O)CSCC(=O)Nc1ccc(S(=O)(=O)N2CCCCC2)cc1 | 3 | 0.2 | 0 | 1.1 | -5 | -2 | 4 | 0.9 | -0.6 | -0.2 | -2
Cc1ccc(NC(=O)C(C)S)cc1 (stereo not given) | 2 | 0.4 | -1 | 0.4 | -3 | -2 | 3 | -0.1 | -1.3 | 0.0 | -6
O=[N+]([O-])c1ccc(COc2ncnc3ccccc23)cc1 | 1 | -1.7 | 0 | -0.8 | -1 | -2 | -4 | 0.9 | -1.5 | 0.5 | -5
CCCN(CC(=O)Nc1ccc(F)c(F)c1F)CC(=O)Nc1c(C)n(C)n(-c2ccccc2)c1=O | -3 | -2.6 | 3 | 0.4 | 2 | 2 | 0 | -1.9 | -0.6 | 0.4 | -2
Cc1ccc2c(c1)N(C(=O)c1ccco1)C(C)(C)c1ssc(=S)c1-2 | 5 | 0.2 | -3 | -0.7 | -2 | -2 | 3 | -1.6 | -1.7 | -1.4 | 0
CCCCOCCCNC(=O)c1cccs1 | 2 | 0.6 | 5 | -0.1 | 1 | 0 | -2 | 0.6 | -1.2 | 0.2 | 4
O=S(=O)(c1ccc(Br)s1)N1CCc2ccccc2C1 | 1 | -0.7 | 0 | 1.7 | 3 | 3 | -1 | -3.3 | -1.0 | -0.8 | 2
COc1ccc(/C=N/NS(=O)(=O)c2ccc(C)cc2)cc1 | -2 | -1.3 | -1 | 2.4 | -3 | 2 | 0 | 0.0 | -0.9 | 0.2 | -5
O=C1NC(Cc2ccccc2)c2nc3ccc(Br)cc3c(=O)n2-c2cc(Cl)ccc21 (stereo not given) | -1 | 0.4 | 3 | / | 2 | -1 | 4 | 1.0 | -0.9 | -0.6 | 1
Cc1ccc[n+](C(C)C(=O)Nc2ccc(C)c([N+](=O)[O-])c2)c1 (stereo not given) | -2 | 2.0 | 4 | -0.7 | -2 | -1 | -1 | -1.6 | -0.8 | 0.2 | 2
Cc1ccccc1OCCC(=O)N(CC(=O)Nc1ccccc1C(F)(F)F)Cc1ccco1 | -2 | -0.6 | 3 | -0.5 | 1 | 1 | 0 | -0.5 | -1.4 | -1.2 | -9
CC1CN(C(=S)Nc2ccccc2F)CC(C)O1 (stereo not given) | -6 | 1.0 | 2 | -0.1 | -1 | -2 | 4 | -2.7 | -1.1 | -0.6 | -3
CC(C#N)Sc1nnc(-c2ccccc2F)n1C1CC1 (stereo not given) | -5 | -0.6 | -5 | 1.6 | -1 | 2 | -1 | -1.5 | -0.3 | 0.5 | -17
CCOC(=O)c1ccc(NC(=O)CCc2nnc3ccc(N4CCCC4)nn23)cc1 | 7 | -2.3 | 0 | -0.9 | -1 | -3 | 1 | -2.0 | -1.4 | -2.5 | -8
CSc1nnc(-c2ccccc2SC)o1 | 0 | -0.9 | -5 | -0.1 | -8 | 2 | 0 | -1.6 | -1.5 | 0.5 | -4
Clc1nc(NCCc2ccccc2)c2cn[nH]c2n1 | -1 | -2.5 | 1 | -0.3 | -5 | -4 | 6 | -1.7 | -0.8 | 1.1 | -2
O=c1[nH]c(-c2ccccc2)cn1C1CCN(Cc2ccc(-c3nc4ccc(F)cc4nc3-c3ccccc3)cc2)CC1 | 2 | 2.1 | -53 | / | -43 | -1 | -2 | 0.1 | -0.7 | -0.5 | -74
CN(CC(=O)NCC1CCCO1)S(=O)(=O)c1ccc2ccccc2c1 (stereo not given) | 0 | -0.3 | 1 | 1.7 | -2 | 3 | 1 | 0.1 | -0.7 | 0.7 | 3
CNC(=O)N/N=C(\N)c1ccccn1 | -9 | -0.2 | 2 | -1.2 | 0 | -3 | 2 | -1.7 | -0.9 | 0.5 | -3
Cc1cnc(C(=O)Nc2ccc(N3CCCCC3)cc2)cn1 | -6 | 7.8 | -1 | 1.3 | -1 | 3 | 3 | 2.8 | -0.1 | 2.4 | 0
CC(C)(C)OC(=O)NCCCCCNC(=O)c1[nH]cnc1C(=O)Nc1cc(Br)ccc1F | 2 | -0.6 | -1 | 0.7 | -5 | -2 | -4 | -1.9 | -1.1 | 0.7 | 3

Sorted by formula weight (ascending): some entries from above
SMILES | Rev-erbA mod | hgDAF12 agonist | PLC-gamma1 inh | DAX1 inh-1 | ADAM17 inh | SMARCA2 activ | MBD2 DNA inh | hcDAF12 agonist | ssDAF-12 act | DAX1 inh-2 | PLCb3 inh
O=S(=O)(c1ccc(Br)s1)N1CCc2ccccc2C1 | 1 | -0.7 | 0 | 1.7 | 3 | 3 | -1 | -3.3 | -1.0 | -0.8 | 2
Cc1ccc2c(c1)N(C(=O)c1ccco1)C(C)(C)c1ssc(=S)c1-2 | 5 | 0.2 | -3 | -0.7 | -2 | -2 | 3 | -1.6 | -1.7 | -1.4 | 0
Cc1ccc(C)c(CN2C(=O)CSc3ccc(C(=O)N4CCCC4)cc32)c1 | 2 | -2.2 | -1 | -0.7 | 0 | -2 | -3 | -1.6 | -0.7 | -0.6 | -3
